# TRb-SRC2 inh – inhibitors of human thyroid hormone receptor beta-SRC2 interaction; P10828; TRbeta-SRC2 peptide binding, fluorescence polarization; receptor liganded with 1 µM T3; Potency, µM (titrated, usually from 106 µM), for inactives: top-dose activity change, negative = inhibition, usual class: inhibitors; 280,000 compounds, 0.065% hits; AID 1469;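 also: plate controls were bound peptide for no effect and peptide without receptor for full effect; nearly all actives have a fitted effect of over 50% in size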
# Target sequence (P10828 whole entry, looked up): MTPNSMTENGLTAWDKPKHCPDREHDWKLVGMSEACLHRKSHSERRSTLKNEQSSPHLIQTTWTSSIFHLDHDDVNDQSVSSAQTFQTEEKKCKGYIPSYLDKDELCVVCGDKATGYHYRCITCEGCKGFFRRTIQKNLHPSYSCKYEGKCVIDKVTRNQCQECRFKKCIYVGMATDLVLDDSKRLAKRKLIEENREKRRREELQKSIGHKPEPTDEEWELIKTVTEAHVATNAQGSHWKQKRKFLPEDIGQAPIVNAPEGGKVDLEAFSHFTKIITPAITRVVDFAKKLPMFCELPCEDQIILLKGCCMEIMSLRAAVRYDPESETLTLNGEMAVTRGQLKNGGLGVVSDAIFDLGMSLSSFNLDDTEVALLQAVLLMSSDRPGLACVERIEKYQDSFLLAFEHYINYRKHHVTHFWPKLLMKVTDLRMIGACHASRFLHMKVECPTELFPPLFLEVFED
#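 Compounds were added to 0.6 uM TRb ligand-binding domain and 20 nM Texas Red-labeled SRC2 peptide in Tris buffer containing 1 uM T3, incubated 5 hr at ambient temperature, then read by fluorescence polarization.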
# TexasRed fluor – counter-screen for TRb-SRC2 inhibitors: fluorescence interference | TRb/SRC2 Texas Red total fluorescence interference | Potency, µM (series often up to 106 µM), for inactives: top-dose fluorescence change, negative = quenching | 280,000 compounds, 0.29% hits | AID 1479; active = well fitted curve in either direction with a large enough effect; inconclusive = small, poorly fitted or top-dose-only effect
#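 Human TRβ ligand-binding domain (0.6 uM) and Texas Red SRC2 peptide (20 nM) in Tris buffer with 1 uM T3 and 5% DMSO were incubated with pinned compound for 5 hr at ambient temperature. Total fluorescence was computed as S + 2P (555/632 nm).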
# GAA glycogen – GAA glycogen-cleavage inhibition or activation; 300,000 compounds, 0.38% hits; P10253; Potency, µM (top dose mostly 76.4 µM), inactives show at the top dose activity change, negative = inhibition, actives largely listed as inhibitors; recombinant GAA, glycogen substrate, Amplex Red glucose oxidase fluorescence;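 also: 0% = full enzyme reaction and -100% = no-enzyme basal signal; the screen sought inhibitors and activators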
#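 Recombinant human enzyme (4 nM); glycogen substrate; 37 C, 40 min, pH 5.0. Readout: coupled glucose oxidase/Amplex Red fluorescence.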
# Active calls of the source: *; ? = inconclusive; & = joins results of further samples; [ ] = dose if it differs, or a comment. Unless noted, calls follow the shape of the dose curve; as a rule, active = well fitted curve in the direction sought with a large enough effect; inconclusive = small, poorly fitted or top-dose-only effect, or another doubt; inactive = no such curve, though single readings can be large; an effect the other way counts as inactive or inconclusive. Unless noted, % is scaled to controls: 0 for no effect and ±100 for the full control effect; potency is read from the fitted curve at half-maximal effect.
SMILES,TRb-SRC2 inh,TexasRed fluor,GAA glycogen
Cc1ccc(NC(=O)C(Cc2ccccc2)NS(=O)(=O)c2ccc3c(c2)c(=O)n(C)c(=O)n3C)cc1 (stereo unspecified),-1%,-2%,5%[76.3 µM]
Cc1ccccc1OCc1cc(=O)n2c(-c3ccccc3)csc2n1,3%,3%,5%[76.3 µM]
COc1ccc(CCNC(=O)CN2C(=O)COc3ccc(C)cc32)cc1OC,1%,-1%,-3%[76.3 µM]
CC(=O)Nc1ccc(-n2c(CCC(=O)O)ccc2-c2ccc(C)cc2)cc1,7%,-2%,11%[76.3 µM]
Cc1ccc(NC(=O)C2CCN(S(=O)(=O)c3cccc4nsnc34)CC2)cc1,-1%,-1%,10%[76.3 µM]
O=C(Nc1cccc(F)c1)c1oc2ccccc2c1NC(=O)C12CC3CC(CC(C3)C1)C2,5%,0%,-12%[76.3 µM]
COc1ccc(CCNCc2ccc3c(c2)n(C)c(=O)n3C)cc1OC,-22%,89µM*[quencher],2%[76.3 µM]
COc1ccc(-c2c3c(=O)n(C)c(=O)n(C)c3c3c(-c4ccccc4)nc4ccccc4n23)cc1,2%,-2%,-8%[76.3 µM]
Cc1ccc(NC(=O)N2CCC(CN3CCCCCC3)CC2)c(Cl)c1,0%,2%,-11%[76.3 µM]
Cc1ccc(OCC(=O)NCC2(N(C)C)CCCCC2)cc1C,0%,?,11%[76.3 µM]
Cc1ccc(C)c(N2CCN(C(=O)Cn3c(=O)c4cccn4c4ccc(F)cc43)CC2)c1,0%,1%,-6%[76.3 µM]
CCOC(=O)CC(NC(=O)CCc1c(C)nc2c(c(C)nn2-c2ccc(C)c(C)c2)c1C)c1ccc(C)cc1 (stereo unspecified),-4%,?,-6%[76.3 µM]
Cc1c(CC(=O)NCCc2ccccc2)c(=O)oc2c(C)c3occ(C(C)(C)C)c3cc12,3%,-1%,-23%[76.3 µM]
CCOc1ccc(-c2cc(NC(=O)Nc3cccc(C(C)=O)c3)c(C(=O)OC)s2)cc1,-2%,-2%,-2%[76.3 µM]
COc1cc(OC)c(NC(=O)C(C)n2nc(-c3ccc(C)cc3)c3c(c2=O)CCCC3)cc1Cl (stereo unspecified),-2%,-1%,6%[76.3 µM]
Cc1ccc(N(CC(=O)N2CCN(c3ccc(Cl)cc3)CC2)S(=O)(=O)c2c(C)nn(C)c2C)cc1,-3%,0%,14%[76.3 µM]
CCc1ccccc1NC(=O)CSc1nc2c(oc3ccccc32)c(=O)n1-c1ccccc1,-1%,0%,-14%[76.3 µM]
Cc1ccc(-c2c3c(=O)n(C)c(=O)n(C)c3c3cnc4ccccc4n23)cc1,-25%[1.83 µM],-78%[1.83 µM],-6%[76.3 µM]
CC(=O)Nc1nc2n(n1)C(c1ccc(F)cc1)C=C(c1ccc(Cl)cc1)N2 (stereo unspecified),9%,-2%,-6%[76.3 µM]
COc1ccc(-c2noc(-c3ccc(NCc4ccco4)c([N+](=O)[O-])c3)n2)cc1,7%,-1%,-3%[76.3 µM]
COCCCNC(=O)N1[C@H](c2cccs2)[C@@H](C)C(=O)[C@@H](C)[C@@H]1c1cccs1,5%,2%,18%[76.3 µM]
Cc1cc([N+](=O)[O-])ccc1NC(=O)CSc1nccn1C,4%,5%,-2%[76.3 µM]
O=S(=O)(c1ccc(Cl)cc1)c1nnn2c1nc(NCc1ccccc1)c1sccc12,-2%,-1%,0%[76.3 µM]
Cc1ccc(C(=O)Nc2ccc(Br)cc2)cc1S(=O)(=O)NCc1ccccc1,3%,-4%,-9%[76.3 µM]
Cc1ccc(C(=O)Nc2ccc(C(=O)O)cc2)cc1S(=O)(=O)N1CCC(C)CC1,?,3%,-6%[76.3 µM]
O=S(=O)(NCc1csc(-c2ccccc2)n1)c1ccccc1,-10%,-2%,12%[76.3 µM]
COc1cc(NS(=O)(=O)c2c(C)nc3sc(C)c(C)n3c2=O)cc(OC)c1,-6%,0%,9%[76.3 µM]
CCCn1c2ccccc2c2cnn(CC(=O)NCCc3ccc(S(N)(=O)=O)cc3)c(=O)c21,3%,11%,10%[76.3 µM]
Cc1cccc(N(C)S(=O)(=O)c2nnc(NC(=O)c3cccs3)s2)c1,3%,8%,13%[76.3 µM]
CCc1nonc1NC(=O)c1oc2cc(C)c(Cl)cc2c1C,3%,1%,1%&0%[76.3 µM]
Cc1cccc(NS(=O)(=O)c2ccc(Cl)c(C(=O)Nc3ccccc3C)c2)c1,0%,4%,8%[76.3 µM]
COc1ccc(C(=O)Oc2cc(-c3ccc(OC)c(OC)c3)cc(=O)c3c(C)oc(C)c23)cc1,-9%,7%,-9%[76.3 µM]
COc1ccc(N2CCN(C(=O)c3ccc4c(c3)CCN4S(C)(=O)=O)CC2)cc1,-1%,1%,8%[76.3 µM]
CCOc1ccccc1-n1nnc(-c2nc(-c3ccccc3)no2)c1N,-4%,-3%,19%[76.3 µM]
Cc1cc(NC(=O)c2cccc(Cl)c2)ccc1-c1cc2ccccc2oc1=O,-2%,1%,3%[76.3 µM]
COc1ccc(CNC(=O)CN2C(=O)c3cccnc3Oc3ccc(C)cc32)cc1,-22%,20µM*[quencher],-6%[76.3 µM]
Cc1ccc(NC(=O)Nc2nnc(N(CC(C)C)CC(C)C)s2)cc1Cl,0%,0%,18%[76.3 µM]
Cc1ccc2c(CN3CCN(Cc4ccccc4Cl)CC3)cc(=O)oc2c1,4%,-2%,14%[76.3 µM]
Cc1cccc(C)c1NC(=O)Cn1c(=O)n(Cc2ccc3c(c2)OCO3)c(=O)c2oc3ccccc3c21,1%,-1%,10%[76.3 µM]
O=C(Nc1cccc(Cl)c1)N1CCSc2ccccc21,-7%,6%,-22%[76.3 µM]
COc1ccccc1-c1nn(CCC(=O)Nc2ccc(C)cc2)c2nc(C)cc(C)c12,0%,-2%,4%[76.3 µM]
COC(=O)c1nc2n(n1)C(c1cc(OC)ccc1OC)C(C(=O)Nc1ccc(C)cc1C)=C(C)N2 (stereo unspecified),0%,?,-5%[76.3 µM]
CC(=O)Nc1ccc(C(=O)CSc2nnc(-c3ccccc3)n2-c2ccccc2)cc1,9%,5%,-10%[76.3 µM]
CCc1ccc(C2CC(=O)c3c([nH]c(C(=O)OC4CCCC4)c3C)C2)cc1 (stereo unspecified),-7%,-1%,19%[76.3 µM]
CCOc1ccc(CN(C(=O)c2nc(SC)ncc2Cl)C2CCS(=O)(=O)C2)cc1 (stereo unspecified),-8%,4%,9%[76.3 µM]
O=C(NCCc1ccc(Cl)cc1)c1nc(-c2cccc(F)c2)n2c1CCCCC2,-5%,?,4%[76.3 µM]
COc1cc(C(=O)Nc2nc3c(s2)Cc2c(Br)ccc(OC)c2-3)cc(OC)c1OC,-1%,-1%,16%[76.3 µM]
COc1ccccc1CNC(=O)Cn1nc(C)n2cccc2c1=O,-7%,-1%,0%[76.3 µM]
COc1cccc(NC(=O)C2CCN(S(=O)(=O)c3c(C)noc3/C=C/c3cccs3)CC2)c1,5%,1%,13%[76.3 µM]
CC(C)(C)C(=O)Cn1c(=O)n(CCCCCC(=O)NCc2ccc3c(c2)OCO3)c(=O)c2sccc21,0%,?,17%[76.3 µM]

# (list continues)
SMILES,TRb-SRC2 inh,TexasRed fluor,GAA glycogen
Cc1ccc(S(=O)(=O)c2cn(Cc3ccccc3)c3cc(N4CCCCC4)c(F)cc3c2=O)cc1,-4%,-15%,7%[76.3 µM]
Cc1ccc(NC(=O)CCCn2c(=O)c3cccn3c3cccnc32)c(C)c1,5%,-4%,16%[76.3 µM]
CCOc1ccc(Nc2nc3c(S(=O)(=O)c4ccc(CC)cc4)nnn3c3ccc(Cl)cc23)cc1,1%,-12%,14%[76.3 µM]
CC(=O)N1CCCC1c1nc2ccccc2n1Cc1cc(C)ccc1C (stereo unspecified),2%,-1%,-4%[76.3 µM]
CCCOc1cccc(C2c3c(oc4ccccc4c3=O)C(=O)N2c2nncs2)c1 (stereo unspecified),-6%,0%,-3%[76.3 µM]
COc1ccccc1Oc1nc2c(c(=O)n(C)c(=O)n2C)n1Cc1cccc(Br)c1,-7%,1%,10%[76.3 µM]
Cc1cc(C)cc(OCc2ccc(C(=O)Nc3ccccc3F)o2)c1,1%,-21%,11%[76.3 µM]
COc1cc(Nc2nc3c(S(=O)(=O)c4ccccc4)nnn3c3ccc(Cl)cc23)cc(OC)c1,-13%,?,-7%[76.3 µM]
Cc1ccc(Cl)cc1N1CCN(C(=O)c2ccc3c(c2)N(Cc2ccc(F)cc2)CCS3)CC1,-4%,-1%,-24%[76.3 µM]
Cc1c(/C=C(\C#N)C(=O)Nc2cccc(Cl)c2)c2ccccc2n1Cc1ccccc1Cl,-6%,?,-1%[76.3 µM]
COc1ccc(S(=O)(=O)N2CCN(c3ccc(F)cc3)CC2)cc1-c1noc(C)n1,6%,-2%,14%[76.3 µM]
Cc1cccc(-c2noc(CN(C(=O)COc3ccc(Br)cc3C)C(C)C)n2)c1,3%,-29%,-10%[76.3 µM]
Oc1cccc(Nc2nc(-c3ccccc3)nc3ccccc23)c1,10%,-1%,-6%
Cc1c(C(=O)NCc2ccc(Cl)cc2)sc2nc3n(c(=O)c12)CCC3,-2%,-15%,4%[76.3 µM]
Cc1ccccc1C(=O)Nc1nnc(S(=O)(=O)N2c3ccccc3CC2C)s1 (stereo unspecified),-2%,?,-9%[76.3 µM]

# Of the compounds above, 9 have two or more sulfur atoms:
SMILES,TRb-SRC2 inh,TexasRed fluor,GAA glycogen
Cc1ccc(NC(=O)C2CCN(S(=O)(=O)c3cccc4nsnc34)CC2)cc1,-1%,-1%,10%[76.3 µM]
COCCCNC(=O)N1[C@H](c2cccs2)[C@@H](C)C(=O)[C@@H](C)[C@@H]1c1cccs1,5%,2%,18%[76.3 µM]
O=S(=O)(c1ccc(Cl)cc1)c1nnn2c1nc(NCc1ccccc1)c1sccc12,-2%,-1%,0%[76.3 µM]
O=S(=O)(NCc1csc(-c2ccccc2)n1)c1ccccc1,-10%,-2%,12%[76.3 µM]
COc1cc(NS(=O)(=O)c2c(C)nc3sc(C)c(C)n3c2=O)cc(OC)c1,-6%,0%,9%[76.3 µM]
Cc1cccc(N(C)S(=O)(=O)c2nnc(NC(=O)c3cccs3)s2)c1,3%,8%,13%[76.3 µM]
CCOc1ccc(CN(C(=O)c2nc(SC)ncc2Cl)C2CCS(=O)(=O)C2)cc1 (stereo unspecified),-8%,4%,9%[76.3 µM]
COc1cccc(NC(=O)C2CCN(S(=O)(=O)c3c(C)noc3/C=C/c3cccs3)CC2)c1,5%,1%,13%[76.3 µM]
Cc1ccccc1C(=O)Nc1nnc(S(=O)(=O)N2c3ccccc3CC2C)s1 (stereo unspecified),-2%,?,-9%[76.3 µM]

# Not all compounds are listed; rates above refer to the full screens.
